Source: PubChem
TRHR agonist – activates the human TRH receptor. P34981. TRHR cells, calcium flux fluo-8, FDSS agonist mode. activation, % at 2 µM. hit rate 0.18% among 360,000. AID 493084; in the data active = activation above about 30%; also: 0% is about no effect
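In this calcium-flux screen, cells bearing human TRHR are dye-loaded with fluo-8, baselined for 10 cycles, then exposed to library compounds; positive kinetic calcium responses during the agonist phase mark hits, with TRH as control.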
D1 antagonist – human D1 dopamine receptor antagonism. hit rate 3.2% among 360,000. activity change, negative = inhibition, % at 10 µM. AID 504652. HEK293 TREx D1 cells, calcium flux, dopamine EC80; active compounds read low. P21728; in the data active = activity change below about -30%; also: % is scaled to controls: 0 for no effect and ±100 for the full control effect
Target sequence (P21728 whole entry, looked up): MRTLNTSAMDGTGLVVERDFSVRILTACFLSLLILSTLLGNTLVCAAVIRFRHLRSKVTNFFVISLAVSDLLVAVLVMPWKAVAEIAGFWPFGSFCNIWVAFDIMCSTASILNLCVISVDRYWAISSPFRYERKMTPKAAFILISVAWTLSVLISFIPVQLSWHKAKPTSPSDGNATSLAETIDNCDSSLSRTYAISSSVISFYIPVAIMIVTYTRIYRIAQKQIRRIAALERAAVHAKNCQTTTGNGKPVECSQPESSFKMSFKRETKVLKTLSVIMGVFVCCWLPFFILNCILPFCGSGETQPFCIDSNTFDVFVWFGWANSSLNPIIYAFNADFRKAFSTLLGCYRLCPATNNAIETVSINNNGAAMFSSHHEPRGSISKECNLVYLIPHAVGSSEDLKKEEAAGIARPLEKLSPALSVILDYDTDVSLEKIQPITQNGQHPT
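Tetracycline-induced HEK293 Trex D1 cells, force-coupled to calcium, dye-loaded; compounds added and read 180 s, then EC80 dopamine added and calcium flux tracked kinetically another 180 s.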
RXFP1 ag – agonists of human relaxin receptor RXFP1. Q9HBX9. HEK293T-RXFP1 cAMP TR-FRET, 30 min; response scale: percent of porcine relaxin response, buffer zero. Potency, µM (titrated, usually from 57.5 µM), for inactives: at the highest dose activation, usual class: activators. hit rate 0.3% among 370,000. AID 2676; also: potency is read from the fitted curve at half-maximal effect; % is scaled to controls: 0 for no effect and ±100 for the full control effect; nearly all actives have a fitted effect of over 60% in size; many of its hits are not listed in these tables
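HEK293T cells stably expressing RXFP1 were pretreated with the PDE4 inhibitor Ro 20174, exposed to compounds for 30 min at 37C, lysed, and cAMP was read by TR-FRET. Data normalized to buffer (basal) and 29 nM porcine relaxin (100%).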
RXFP1 antag – RXFP1 (human) relaxin receptor antagonism | Q9HBX9 | HEK293-RXFP1, relaxin-stimulated cAMP HTRF, 30 min; active compounds read low | AID 1259400 | hit rate 0.59% among 350,000 | activity change, negative = inhibition, % at 57.5 µM;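 active = activity change of -60% or lower, but not beyond a set lower limit; inconclusive = change between -60% and -40%, or beyond the set limit; inactive = change above -40%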; also: % is scaled to controls: 0 for no effect and ±100 for the full control effect
TRHR PAM – TRH receptor (human) allosteric enhancement; P34981; TRHR cells, fluo-8 calcium fluorescence, EC20 TRH enhancement; enhancement, % at 2 µM; hit rate 0.66% among 360,000; in the data active = enhancement above about 30%; also: 0% is about no effect
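TRHR-expressing cells loaded with fluo-8 calcium dye were read kinetically (ex 480/em 530) during compound addition, then stimulated with an EC20 of TRH (10 nM final). Enhancement of the Gq-mediated intracellular calcium response was scored.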
Apoferritin bind – candidate novel general anesthetic via apoferritin binding; Potency, µM (highest dose often 77.5 µM), without a hit: at the highest dose activity change, negative = displacement, usual class: inhibitors; hit rate 0.074% among 350,000; apoferritin/1-aminoanthracene competitive binding, fluorescence; also: potency is read from the fitted curve at half-maximal effect; % is scaled to controls: 0 for no effect and ±100 for the full control effect; nearly all actives have a fitted effect of over 20% in size
Target sequence (P02791 2-175 limits assumed): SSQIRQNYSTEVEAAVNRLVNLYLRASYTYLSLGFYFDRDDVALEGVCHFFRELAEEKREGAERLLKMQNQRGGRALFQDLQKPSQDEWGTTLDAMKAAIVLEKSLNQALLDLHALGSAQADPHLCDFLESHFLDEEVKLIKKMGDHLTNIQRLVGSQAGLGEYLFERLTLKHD
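Steps: apoferritin (10 uM) was premixed with half-saturated 1-AMA in PBS, compounds were pin-transferred, plates stood 10 min at room temperature, fluorescence was read at 380/535 nm, and curves were fitted with a Hill equation.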
D1 PAM – human D1 dopamine receptor positive modulation; P21728; HEK293 TREx D1 cells, calcium flux, dopamine EC20 potentiation; potentiation, % at 10 µM; hit rate 0.036% among 360,000; in the data active = potentiation above about 30%; also: 0% is about no effect
D1 agonist – agonists of human D1 dopamine receptor; P21728; HEK293 T-REx D1 cells, calcium flux, agonist mode; activation, % at 2 µM; hit rate 1% among 360,000; AID 504660; in the data active = activation above about 30%; also: 0% is about no effect
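Tetracycline-induced HEK293 TREx D1 cells, force-coupled to calcium signalling, were dye-loaded with a no-wash calcium kit. Compound was pin-added after a 10 s baseline. Fluorescence was read kinetically at 1 cycle/s for 180 s, with calcium rises flagged as agonism.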
D2 PAM – positive allosteric modulators of human D2 dopamine receptor; hit rate 0.34% among 340,000; potentiation, % at 10 µM; AID 485347; P14416; HEK293 T-REx D2, calcium flux, EC20 dopamine potentiation;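 active = potentiation over 3 SD above the plate norm, cut at about 30% in these data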; also: 0% is about no effect
Target sequence (P14416 whole entry, looked up): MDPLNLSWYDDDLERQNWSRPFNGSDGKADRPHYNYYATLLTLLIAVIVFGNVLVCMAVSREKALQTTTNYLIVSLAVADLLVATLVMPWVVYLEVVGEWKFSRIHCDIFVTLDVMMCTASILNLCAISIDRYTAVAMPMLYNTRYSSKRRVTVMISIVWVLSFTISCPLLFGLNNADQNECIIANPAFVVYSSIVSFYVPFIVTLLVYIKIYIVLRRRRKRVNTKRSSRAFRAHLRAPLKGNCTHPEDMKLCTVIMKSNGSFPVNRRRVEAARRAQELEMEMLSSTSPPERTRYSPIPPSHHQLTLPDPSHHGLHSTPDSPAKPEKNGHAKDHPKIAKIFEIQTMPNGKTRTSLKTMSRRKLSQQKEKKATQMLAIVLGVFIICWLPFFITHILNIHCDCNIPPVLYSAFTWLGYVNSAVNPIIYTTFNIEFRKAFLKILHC
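Primary screen. Calcium kinetics in induced HEK293 T-REx D2 cells: compound pre-addition 180 s, EC20 dopamine, 180 s more.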
* marks the source's active call; other numbers are inactive results; ? = inconclusive; / = no result given; & = joins results of further samples; [ ] = dose if it differs, or a comment. Unless noted, calls follow the shape of the dose curve; as a rule, active = well fitted curve in the direction sought with a large enough effect; inconclusive = small, poorly fitted or top-dose-only effect, or another doubt; inactive = no such curve, though single readings can be large; an effect the other way counts as inactive or inconclusive. A portion of the library. The share of hits here may be higher or lower than overall.

SMILES	TRHR agonist	D1 antagonist	RXFP1 ag	RXFP1 antag	TRHR PAM	Apoferritin bind	D1 PAM	D1 agonist	D2 PAM
CCN(Cc1ccccc1)C(=O)CN1C(=O)COc2ccc(S(=O)(=O)N(CC)CC)cc21	-0.1	-7	0.3%	/	-13	-6%	2	-1	-5
O=C(Cn1cc(CNC(=O)C2CCCCC2)nn1)Nc1cc(C(F)(F)F)ccc1Cl	-2.0	-9	/	/	5	/	-3	0	/
CCOC(=O)c1c(C)[nH]c(C(=O)COC(=O)COc2ccccc2C=O)c1C	0.4	14	-0.1%	-9	13	-5%	5	1	-17
O=C(Nc1ccc(Cc2ccncc2)cc1)C1CCC(N2C(=O)C3C4C=CC(C4)C3C2=O)CC1 (stereo not drawn)	0.1	5	1.3%	-22	0	?	-2	9	6
Cc1onc(-c2c(F)cccc2Cl)c1C(=O)OCC(=O)NC1CC1	-0.5	3	2.5%	-5	-2	-6%	-7	2	2
O=C(CSc1nnc(-c2cccc(S(=O)(=O)N3CCCC3)c2)n1-c1ccccc1)Nc1cccc(C(=O)O)c1	0.3	-10	-1.1%	11	-2	-1%	-6	2	2
Cc1cccc2c(-c3ccccc3)cc(=O)[nH]c12	-0.1	10	-0.3%	-1	-6	-9%	-6	1	-4
O=C(C(c1ccccc1)c1ccccc1)N1CCOCC1	-0.1	-4	-0.1%	-10	12	-11%	-1	0	-2
Cc1ccc(-c2nnc(SCC(=O)Nc3ccccc3F)o2)cc1	-0.6	8	2.3%	-13	-6	-12%	-3	1	-5
O=C(NCc1ccccc1Cl)c1ccc2c(c1)N(Cc1ccccc1)C(=O)c1ccccc1S2	0.2	-8	10%	-21	1	28%	2	1	-5
CC(C)COC(=O)N1CCCC1C(=O)Nc1nccs1 (stereo not drawn)	0.0	17	2.1%	0	0	2%	1	3	/
CN(C(=O)c1cc2nc(-c3ccco3)cc(C(F)(F)F)n2n1)C1CCCCC1	-0.6	2	0.7%	-8	1	-4%	5	1	1
O=C(Nc1cccc(O)c1)C1CC(c2cccc(Br)c2)=NO1 (stereo not drawn)	0.4	6	4.2%	2	-5	-23%	-8	3	2
COc1ccc(CC(=O)Nc2ccc(-c3noc(-c4cc(OC)c(OC)c(OC)c4)n3)cc2)cc1	0.3	30	?	-5	6	-2%	-4	2	42*
CN(CC(=O)NC1CCCc2ccccc21)S(=O)(=O)c1ccc2c(c1)c(=O)n(C)c(=O)n2C (stereo not drawn)	-0.4	-3	0.8%	/	5	-12%	-2	1	15
Cn1c(=O)n(CC(=O)N2CCN(c3nnc(-c4ccccc4)c4ccccc34)CC2)c2ccccc21	-0.5	-1	0.5%	4	2	-13%	-5	6	/
Cc1nn(C)c(C)c1NC(=S)Nc1ccc(S(=O)(=O)Nc2ncccn2)cc1	0.8	-16	-1.2%	-5	-2	0%	2	3	1
C=CCNC(=O)c1onc(CSc2ccc(F)c(F)c2)c1C(=O)O	0.4	136	0.1%	/	4	-9%	1	31*	10
CC(C)Cn1cnc2c1c(=O)n(CC(=O)N(C)C)c(=O)n2Cc1ccccc1	0.5	-9	1.2%	-1	0	-2%	-3	-3	1
CCc1ccc(Nc2cc(C)nc3nc(C)nn23)cc1	-0.8	-6	4.9%	-1	-3	-7%	-4	0	10
COc1ccc(S(=O)(=O)NC(C)C(=O)Nc2ccc3c(c2)OCCO3)cc1OC (stereo not drawn)	0.0	-4	0.2%	-3	-7	-1%	-2	1	-3
Cc1ccc(CSc2ccc3nnc(-c4ccccn4)n3n2)cc1	0.0	8	9.5%	-14	2	?	5	7	6
Cc1nnc(NC(=O)CSc2nnc(C(C)NC(=O)c3ccccc3F)n2C)s1 (stereo not drawn)	0.1	-7	2.1%	-5	-11	6%	-6	0	-10
Cc1ccc(C(=O)N[C@H](C(=O)OCC(=O)c2ccc[nH]2)C(C)C)cc1	-0.1	3	0.6%	12	-11	4%	-4	0	/
Cc1cc(NC(=S)N(Cc2ccc(Cl)cc2)Cc2ccc(C(=O)O)cc2)ccc1Cl	-0.7	-9	0.6%	-9	-16	-15%	-15	1	0
Cc1nc(SCC(=O)Nc2c(C)n(C)n(-c3ccccc3)c2=O)n[nH]1	0.2	-11	3.2%	15	2	-12%	-3	-3	-5
CCOc1ccc(N(CC)S(=O)(=O)c2ccc3c(c2)n(C)c(=O)c(=O)n3C)cc1	-0.4	-10	6.8%	/	-2	-11%	6	1	-4
CCn1c(SCC(=O)Nc2cc(S(=O)(=O)N3CCOCC3)ccc2OC)nnc1-c1ccncc1	0.3	9	0.5%	-2	-2	-12%	3	2	-5
COc1ccc(CCNC(=O)CCn2c(=O)c3ccccc3n(Cc3c(C)cc(C)cc3C)c2=O)cc1OC	0.0	-11	-0.2%	/	-5	4%	0	-1	/
CC[C@H](C)NC(=O)CCCc1nnc2n(CCC(C)C)c(=O)c3sccc3n12	-1.4	0	9.7%	3	7	-11%	-4	-1	1

Compound profiles, as listed above.
Results for `Cc1nnc(NC(=O)CSc2nnc(C(C)NC(=O)c3ccccc3F)n2C)s1` (stereo not drawn) = TRHR agonist = 0.1; D1 antagonist = -7; RXFP1 ag = 2.1%; RXFP1 antag = -5; TRHR PAM = -11; Apoferritin bind = 6%; D1 PAM = -6; D1 agonist = 0; D2 PAM = -10
Results for `Cc1ccc(CSc2ccc3nnc(-c4ccccn4)n3n2)cc1` = TRHR agonist = 0.0; D1 antagonist = 8; RXFP1 ag = 9.5%; RXFP1 antag = -14; TRHR PAM = 2; Apoferritin bind = ?; D1 PAM = 5; D1 agonist = 7; D2 PAM = 6

Later entries
SMILES	TRHR agonist	D1 antagonist	RXFP1 ag	RXFP1 antag	TRHR PAM	Apoferritin bind	D1 PAM	D1 agonist	D2 PAM
CCCc1nnc(NC(=O)C23CC4CC(CC(C4)C2)C3)s1	0.6	8	0.4%	1	1	-2%	-6	0	-3
CCCCCCC[C@H](N)[C@H](O)C(=O)N(C)[C@@H](CCS(C)=O)C(=O)N[C@@H](Cc1ccc(O)cc1)C(=O)N[C@@H](Cc1ccc(O)cc1)C(=O)O (stereo partly drawn)	-0.3	-1	-0.3%	/	0	-3%	1	1	1
Cc1ccc(OCCSc2nnc(-c3cccs3)o2)cc1	4.9	-9	3.9%	-15	-6	-13%	-2	18	-23
CCOc1ccccc1NC(=O)CN(c1ccc(OC)cc1)S(=O)(=O)c1c(C)[nH]c(=O)[nH]c1=O	0.6	-2	0.7%	6	1	-8%	0	1	10
O=C(Nc1ccccc1-c1ccccc1)NC1CCN(C(=O)N2CCOCC2)CC1	0.3	-6	0.7%	-14	1	-4%	-6	0	0
CCOC(=O)CCc1c(C)c2cc3c(c(C)c2oc1=O)OCN(CCc1ccccc1OC)C3	8.9	-7	10%	-3	0	875%[activator]	0	9	-5
COC(=O)C1=C(C)N=C2SCCC(=O)N2C1c1ccc(OC(=O)c2ccco2)cc1 (stereo not drawn)	0.3	-1	0.5%	/	-1	-14%	-1	2	-4
CCN(CC(=O)Nc1c(F)cccc1F)C(=O)c1ccc(N2C(=O)c3ccccc3C2=O)cc1	-0.6	-11	-0.3%	-13	-3	/	0	1	0
CC(NC(=O)C(=O)c1cn(CC(=O)N2CCOCC2)c2ccccc12)c1ccccc1 (stereo not drawn)	0.7	-1	2.8%	-11	1	-20%	4	5	-11
O=C(CCl)Nc1cn(-c2ccccc2)nc1-c1ccccc1	-1.5	8	2.6%	-3	9	-2%	-4	1	9
Cn1c(C(=O)N2CCN(c3ccc(F)cc3)CC2)cc2ccccc21	0.5	2	-1.5%	-5	-2	3%	-1	2	0
CCOc1ccc(S(=O)(=O)N2CCCC(C(=O)N3CCOCC3)C2)cc1C (stereo not drawn)	0.4	3	3.4%	-4	-4	-2%	-3	3	7
CCc1ccc(CNCc2cccs2)cc1	0.1	-5	0.2%	-6	-8	-12%	-3	10	-10
COc1ccccc1N1CCN(C(=O)CCc2c(C)nn(-c3ccc(N4CCCC4)nn3)c2C)CC1	0.1	1	-1.4%	6	10	-8%	-3	1	2
CC(=O)c1cccc(NS(=O)(=O)c2cc(-c3onc(C)c3C)ccc2C)c1	-0.4	-6	3.7%	-4	1	?	-3	2	-9
Cc1cccc(N(CC(=O)NCCc2ccccc2)S(=O)(=O)c2ccccc2)c1C	-1.1	-8	0.8%	-3	-6	-8%	0	2	-7
CCCCn1c(=O)[nH]c(=O)c2c1nc(-c1cc(Br)ccc1OC)n2C	-0.1	13	20%	-9	-8	-10%	-1	1	-13
CCOc1ccc2oc(C(=O)OC(C(=O)NC(N)=O)C(C)C)c(C)c2c1 (stereo not drawn)	-0.2	-6	2.7%	-3	-1	-2%	1	2	-4
CCOC(=O)C1=C(C)NC(C)=C(C(=O)OCC)C1C(=O)OC1CCOC1=O (stereo not drawn)	0.4	-9	-1.7%	-5&7	5	5%	2	0	12
Cc1cnc(NC(=O)CCN2C(=O)C3CCCCC3C2=O)s1 (stereo not drawn)	-1.4	7	0.8%	1	-1	1%	1	3	-3
O=C(NNC(=O)c1cc(Cl)ccc1O)c1ccc(NS(=O)(=O)c2cccs2)cc1	0.1	12	0.4%	0	1	/	-3	3	2
CCSc1ncnc2sc3c(c12)CCC3	0.4	-14	6.2%	-11	-10	-17%	-4	2	-22
COCCNC(=O)C(Cc1c[nH]c2ccccc12)NC(=O)OCc1ccccc1 (stereo not drawn)	-0.3	6	-0.8%	-15	-1	-5%	-2	2	7
C=C1C(=O)C=C[C@]2(C)C[C@@H]3OC(=O)[C@](C)(O)[C@H]3C[C@@H]12	0.0	13	1.0%	/	2	-8%	0	6	-5
CCCNC(=O)NNC(=O)c1ccc(F)cc1	1.0	12	0.5%	-4	3	-3%	2	3	6
COc1ccc(CC(=O)n2nc(-c3cccnc3)nc2N)cc1	-0.1	5	0.0%	6	-7	-1%	-2	-2	7
Cc1c(C(=O)N2CCN(CCc3ccccn3)CC2)oc2ccc(Cl)cc12	-0.7	11	-0.2%	21	6	-10%	-3	4	-4
Cc1ccc2c(C)c(C(=O)NCc3ccc(S(N)(=O)=O)cc3)oc2c1	-0.2	-2	1.7%	1	0	-2%	-1	10	8
Cn1c(=O)[nH]c2cc(-c3noc(-c4ccc(C#N)cc4)n3)ccc21	0.2	-8	1.8%	/	-1	0%	0	2	-7
Cc1ccc(S(=O)(=O)N2CCN(C(=O)CCc3c[nH]c4ccccc34)CC2)cc1	-0.3	8	-0.3%	-9	0	/	-3	1	-10
